Screening results as filed in PubChem BioAssay.
MC4R ag barr: activates human MC4R beta-arrestin recruitment | P32245 | U2OS MC4R beta-arrestin complementation, luminescence; percent of melanotan II response, DMSO zero | activation, % at 8.9 µM | 0.98% of 360,000 active | AID 540308;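 active = activation above a per-plate cutoff, the mean activation of sample wells on that plate plus 3 SD, cut at about 8% in these data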
ABHD5-PLIN5 inh: inhibitors of human ABHD5-perilipin-5 interaction; Split G. princeps luciferase complementation, luminescence, 4 h; inhibition, % at 4 µM; AID 602281; 0.78% of 360,000 active;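 active = inhibition above the mean inhibition across every tested compound plus 3 SD, cut at about 22% in these data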;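 also: 0% = DMSO only wells and the 100% control is not disclosed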
Target sequence (Q00G26 whole entry, looked up): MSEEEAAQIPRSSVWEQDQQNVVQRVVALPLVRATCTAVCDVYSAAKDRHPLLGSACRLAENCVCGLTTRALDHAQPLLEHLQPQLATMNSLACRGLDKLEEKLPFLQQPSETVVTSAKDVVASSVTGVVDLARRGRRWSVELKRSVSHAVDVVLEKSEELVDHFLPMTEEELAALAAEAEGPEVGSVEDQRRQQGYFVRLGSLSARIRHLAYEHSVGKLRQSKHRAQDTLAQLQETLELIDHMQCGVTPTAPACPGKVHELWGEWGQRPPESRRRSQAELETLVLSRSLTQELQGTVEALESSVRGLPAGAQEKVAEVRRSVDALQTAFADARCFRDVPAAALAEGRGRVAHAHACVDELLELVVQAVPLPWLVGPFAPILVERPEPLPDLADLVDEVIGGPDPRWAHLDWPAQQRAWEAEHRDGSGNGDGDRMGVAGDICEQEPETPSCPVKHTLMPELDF
Target sequence (Q8WTS1 whole entry, looked up): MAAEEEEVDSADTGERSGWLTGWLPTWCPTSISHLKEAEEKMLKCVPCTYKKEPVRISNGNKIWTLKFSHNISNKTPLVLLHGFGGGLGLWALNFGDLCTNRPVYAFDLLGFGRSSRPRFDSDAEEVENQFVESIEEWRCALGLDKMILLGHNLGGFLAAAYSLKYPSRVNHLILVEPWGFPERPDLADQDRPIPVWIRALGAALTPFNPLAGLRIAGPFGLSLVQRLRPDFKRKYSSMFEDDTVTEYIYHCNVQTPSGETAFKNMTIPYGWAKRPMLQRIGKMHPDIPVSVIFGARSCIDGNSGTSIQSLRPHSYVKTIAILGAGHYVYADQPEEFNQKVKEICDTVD
CaV13 ICDI inh: Disruptors of the CACNA1D IQ motif to Ca2+-dependent inactivation inhibitor domain association, primary screening, Förster resonance energy transfer in intact living …. HEK cells, CFP/YFP FRET ICDI-IQ, plate reader, 10 min; percent FRET-ratio fall versus neutral wells. inhibition, % at 12.3 µM. 0.098% of 340,000 active. AID 743397;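 active = mean replicate inhibition of at least 30% and at least 1% of replicates passing that level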;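 also: 0% = median of the neutral control wells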
PDI inh: blocks human protein disulfide isomerase activity. inhibition, % at 10 µM. 0.052% of 350,000 active. P07237. PDI insulin aggregation turbidity, A650, 90 min;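 active = mean inhibition across replicates of 30% or more, whatever share of single replicates reach that level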;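 also: absorbance from insulin aggregation driven by PDI reduction with DTT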
m5-HT2A agonist: activates the mouse 5-HT2A serotonin receptor | P35363 | CHO-K1 mHTR2A beta-arrestin complementation, luminescence; percent of 30 µM serotonin response | activation, % at 7.6 µM | 0.66% of 360,000 active | AID 624169;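 active = activation above a run cutoff, the mean activation of all tested compounds plus 3 SD, cut at about 14% in these data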;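 also: 0% = plate median of compound wells and 100% = 30 µM serotonin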
Glyco luc inh: blocks N-linked glycosylation in D54 reporter cells; D54 ERlucT glycosylation luciferase reporter, 24 h; percent of 100 nM tunicamycin response; reporter increase, % at 12.5 µM; 0.23% of 360,000 active; AID 588692;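 active = mean luciferase reporter signal, scaled so untreated is 0 and the glycosylation-blocking control 100, at or above a set limit in every replicate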;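 also: luciferase carries N-glycosylation sites so blocking glycosylation raises the light; 0% = median of neutral control wells and 100% = median of 100 nM tunicamycin wells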
MC4R antagonist: blocks human MC4R cAMP signaling; AID 540295; MC4R-expressing cells, MTII-stimulated cAMP, LANCE TR-FRET; inhibition, % at 6.5 µM; 0.48% of 360,000 active;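 active = inhibition above its plate's cutoff, the mean of tested wells on that plate plus 3 SD, cut at about 29% in these data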;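 also: 0% = Melanotan II alone and 100% = Melanotan II plus saturating MCL0020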
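Assay system: U2OS cells stably expressing human melanocortin 4 receptor (MC4R) / Dosing: 6.5 µM / Timing: compound 30 min, challenge 1 h, detection 1 h / Measured by: Eu-cAMP/anti-cAMP TR-FRET, emission 671 nm / Replicates: singlicate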
Cardio protect: protects H9c2 cardiomyocytes from peroxide injury. 0.63% of 360,000 active. H2O2 injury protection, ATPLite, 2 h. protection from H2O2 cell death, % at 20 µM;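 active = compounds giving at least 50% protection of heart cells from peroxide-induced death in the single-dose screen, raw or plate-pattern-corrected value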;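 also: 0% = DMSO wells with peroxide and 100% = DMSO wells without peroxide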
Exocytosis inh: lytic granule exocytosis inhibition | TALL-104 LAMP-1 surface exposure, flow cytometry; cells stimulated with thapsigargin and PMA | inhibition, % at 10 µM | 0.66% of 360,000 active;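 active = inhibition above about 55%, limit read from the data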
ABCB6 inh MLPCN: human ABCB6 transporter inhibition. Q9NP58. AID 602162. K562-ABCB6 porphyrin accumulation, flow cytometry, 1 h; active compounds read low. fluorescence ratio to DMSO, % at 10 µM. 0.19% of 360,000 active;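 active = fluorescence ratio to DMSO below 75%, the collection mean minus 3 SD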;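 also: signal is porphyrin accumulated inside mitochondria; 100% equals median channel fluorescence of DMSO control wells; lower ratio means ABCB6 inhibition with less porphyrin fluorescence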
Active calls of the source: *; x = no result given.

SMILES	MC4R ag barr	ABHD5-PLIN5 inh	CaV13 ICDI inh	PDI inh	m5-HT2A agonist	Glyco luc inh	MC4R antagonist	Cardio protect	Exocytosis inh	ABCB6 inh MLPCN
CCOc1ccccc1N1CCN(CC(=O)Nc2ccnn2C2CCCC2)CC1	-1.7	11	-2	-3	-12	1	6	-4	6	102
O=C(CCN1C(=O)/C(=C/c2ccccc2Cl)SC1=S)NN1CCOCC1	-2.5	-10	-7	5	-1	3	-8	-10	4	92
COc1ccc(C(C)=O)cc1COC(=O)CNC(=O)C1CCCCC1	-1.0	-2	-7	-2	5	4	14	18	-1	96
Cc1ccccc1C(=O)/C=C1/SCC(=O)N1C	-2.4	-5	-6	6	-1	1	1	-4	1	134
CC1=C(C(N)=O)C(c2cccs2)NC(=S)N1 (centres undefined)	-1.1	-2	-5	4	2	1	6	-2	-1	93
O=C(CN(Cc1ccccc1)C(=O)CNS(=O)(=O)c1ccc(Cl)cc1)NCC1CCCO1 (centres undefined)	-1.6	-4	-7	2	2	-1	2	-6	-4	93
COc1ccccc1OCC(=O)Nc1ccc(S(=O)(=O)Nc2cc(C)on2)cc1	-1.0	-7	-4	-4	-4	4	5	3	-4	98
Cc1cccc(NS(=O)(=O)c2cccc(C(=O)NCc3ccccc3CN3CCOCC3)c2)c1	-1.6	0	-6	-6	-8	-5	6	4	0	99
O=C(NCc1ccco1)c1ccc(CS(=O)(=O)Cc2ccc(Cl)cc2)o1	-3.6	9	-7	-5	0	-1	3	-3	-2	109
O=C(Nc1ccc(Oc2ccccc2)nc1)C1CCN(Cc2ccccc2)CC1	-0.8	-3	-5	5	0	-2	13	-2	-4	100
CCc1ccc(-n2c(SCc3c(C)noc3C)nnc2-c2ccncc2)cc1	1.1	2	1	10	1	1	5	3	9	95
CC/C(=N\NC(=O)c1ccc(N(C)C)cc1)c1ccccc1	0.1	6	-3	1	1	13	5	4	0	91
CN1CCN(CCc2nc3cc(NC(=O)COc4ccc(Cl)cc4)ccc3n2C)CC1	-2.4	0	-3	-2	-7	-7	7	1	-5	102
Cc1cc[n+](-c2ccccc2)c2ccccc12	2.2	6	1	-5	0	1	13	-24	5	93
O=C(NCC1CCCO1)C(=O)N/N=C/c1ccc(OCc2ccccc2Cl)cc1 (centres undefined)	0.4	1	-2	x	1	-2	0	15	-6	98
COc1ccc(NC(=O)CSc2nnc(-c3cccs3)n2-c2ccccc2)cc1	4.9	-3	-5	6	5	2	6	2	-3	98
O=C(O)C1C2C=CC(C2)C1C(=O)Nc1cccc(C(F)(F)F)c1 (centres undefined)	-1.2	5	-2	-1	7	2	11	7	-4	94
CCc1ccc(NC(=O)Cn2nnc(C(=O)NCCc3ccc(OC)c(OC)c3)c2N)cc1	-1.4	-7	-7	0	17*	0	0	-5	2	104
CCN(CC)C(=O)Cn1cc(C(=O)C2CC2)c2ccccc21	0.3	-1	-2	3	-1	0	8	8	-4	98
Cc1ccc(Cl)cc1-n1c(=O)cc(N2CC(C)OC(C)C2)[nH]c1=O (centres undefined)	-2.5	21	-4	3	-3	2	2	2	-5	91
CN(C)C(=O)c1ccccc1Sc1ccc(Cl)cc1Cl	-0.8	-8	0	11	-4	-2	-6	1	2	99
CC(CNC(=O)Cn1cnc2c(NCc3ccccc3)ncnc21)c1ccccc1 (centres undefined)	-2.9	5	-5	0	-3	-2	1	-15	-4	94
CC(C)c1nc(NCCN2CCOCC2)c(C#N)c2c1COC(C)(C)C2	-2.0	-7	0	1	4	-2	0	0	-2	91
COC1CCN(C(=O)c2cc(COc3cc(C)ccc3C)on2)CC1	0.3	-8	-17	4	1	3	7	-1	2	104
O=C(CCNC(=O)C1CCN(S(=O)(=O)c2ccccc2)CC1)NCCc1cccc(F)c1	-2.3	-4	-5	10	0	0	2	2	0	102
Going on with the list:
SMILES	MC4R ag barr	ABHD5-PLIN5 inh	CaV13 ICDI inh	PDI inh	m5-HT2A agonist	Glyco luc inh	MC4R antagonist	Cardio protect	Exocytosis inh	ABCB6 inh MLPCN
CC(C)(CO)CNC(=O)CC1C(=O)NCCN1CC(c1ccccc1)c1ccccc1 (centres undefined)	-2.1	-4	-4	4	-4	-1	6	1	1	97
CN(CC(=O)Nc1ccccc1Br)CC(=O)Nc1ccccc1C(F)(F)F	-1.3	-2	-3	7	4	3	22	-3	-3	99
COc1ccc(C2CC(=O)C3=C(C2)Nc2ccccc2NC3c2coc3ccccc3c2=O)cc1OC (centres undefined)	3.6	-1	-4	-1	-1	-2	5	5	-4	91
S=C(Nc1ccc(Cl)c(Cl)c1)NC1CCCCC1	5.3	-9	-8	-4	7	-7	6	-11	1	109
CCC(C)(C)n1nnnc1CN1CCN(c2ccc(OC)cc2)CC1	4.1	1	-6	8	-1	1	13	0	0	93
O=C1OC/C(=C(/O)c2ccc(Cl)cc2)C1=O	0.6	-5	-4	-3	-1	3	12	-3	3	112
CCc1ccc2[nH]c(=O)c(C(c3nnnn3CCOC)N3CCN(c4ccc(F)cc4)CC3)cc2c1 (centres undefined)	-1.3	0	-3	12	-5	1	-2	1	-2	103
CCCOP(=O)(c1ccc(N(C)C)cc1)C(O)c1ccccc1OC (centres undefined)	-1.5	-5	-5	11	-5	-1	-2	0	1	100
CCOc1ccc(S(=O)(=O)Nc2cc(C)ccn2)c2ccccc12	-1.5	-4	-4	7	-2	-4	0	-3	-1	97
COc1ccc([C@H]2/C=C\CN(C(=O)[C@H](Cc3ccccc3)NC(=O)OCC3c4ccccc4-c4ccccc43)CC(=O)N2Cc2ccc(F)cc2)cc1	0.7	1	-11	-3	1	-4	6	5	-4	96
Cc1cccc(NC(=O)CNC(=O)c2cc(S(=O)(=O)N(C)C)ccc2N2CCCC2)c1C	0.2	3	-9	-8	0	0	-1	12	-5	97
O=C(NCc1ccco1)C1CC(c2ccc(Cl)cc2)=NO1 (centres undefined)	-1.9	-7	-6	-2	-2	4	-15	-5	-3	95
C=CCN(C(=O)CNC(=O)c1ccco1)C(C(=O)NC1CCCCC1)c1ccc(OC)cc1 (centres undefined)	-0.6	1	-5	-7	-1	-3	7	-4	1	92
Cc1nc2c(=O)[nH]c(=S)n(C)c2nc1C	-0.7	-6	-3	-10	0	5	4	-2	-2	91
COc1ccc(-n2nnnc2SCC(=O)NC2CCS(=O)(=O)C2)cc1 (centres undefined)	-2.0	10	-2	3	1	2	4	3	-4	95
COc1ccc(OC(=O)c2cccc([N+](=O)[O-])c2)c(C(=O)/C=C/c2cccs2)c1	-1.3	42*	-6	1	-4	4	7	8	2	95
COc1ccc(C2=Nn3c(nnc3-c3ccccc3OC)SC2)cc1OC1CCOC1 (centres undefined)	-0.8	-3	-6	0	-3	5	-57	24	8	102
Cc1nn2cc(-c3ccccc3)nc2[nH]c1=O	-0.6	7	x	2	2	1	8	19	9	99
CSc1ccccc1NC(=O)COc1nsnc1N1CCOCC1	0.5	4	-2	1	7	2	1	0	-1	102
CSc1ccc(S(=O)(=O)N2CCC(C(=O)NCc3ccco3)CC2)cc1	-1.9	-2	-3	11	-1	1	10	1	0	95
Cc1ccc(-c2cccc(C3CC=CC4C3C(=O)N(Cc3ccccc3)C4c3ccc(C(F)(F)F)cc3)c2)cc1 (centres undefined)	-0.2	-3	-14	4	2	0	10	-2	-3	99
COCCn1nnnc1C(c1ccc(OC)c(OC)c1)N1CCN(C(=O)c2ccco2)CC1 (centres undefined)	-2.2	-1	-4	-34	2	2	3	7	-16	98
COc1cc(S(=O)(=O)NCC(c2ccco2)N2CCCCC2)ccc1NC(C)=O (centres undefined)	-2.4	5	-5	-24	3	2	5	3	8	95
CCCc1nc2c(C)cc(Br)cn2c1Cc1ccccc1	x	-5	-12	x	-4	-1	x	5	-1	111
COc1ccc(NC(=O)CS(=O)CC(=O)Nc2cc(Cl)ccc2OC)cc1 (centres undefined)	0.5	5	-5	3	3	2	4	-4	6	96
Next section.
SMILES	MC4R ag barr	ABHD5-PLIN5 inh	CaV13 ICDI inh	PDI inh	m5-HT2A agonist	Glyco luc inh	MC4R antagonist	Cardio protect	Exocytosis inh	ABCB6 inh MLPCN
Nc1ccc(NC(=O)Nc2ccc(N)cc2)cc1	-0.3	7	-3	-2	3	-1	3	-5	8	97
CC(NC(=O)OCc1ccccc1)C(=O)Oc1cc2oc(=O)cc(-c3ccccc3)c2cc1Cl (centres undefined)	1.4	-7	-9	-10	2	-2	17	2	5	100
CN1C(=S)SC(N(O)C(=O)Nc2ccc(Cl)c(Cl)c2)C1(C)C (centres undefined)	0.8	-1	-6	-8	-3	-1	1	-17	5	99
O=C(CN1C(=O)C2CC=CCC2C1=O)Nc1nc2ccc(F)cc2s1 (centres undefined)	0.5	2	-3	2	9	2	0	-1	-2	98
COc1cc(OC)c(/C=N/n2c(C3CCCCC3)n[nH]c2=S)c(OC)c1	0.2	-16	-4	-7	2	0	-3	8	-6	100
COc1cccc(N=Cc2c[nH][nH]c2=O)c1	-1.5	3	-6	-33	1	-2	0	1	1	96
CCOC(=O)N1CCN(C(=O)Cn2c(=O)sc3ccccc32)CC1	-0.9	-2	-4	-3	13	3	2	-1	0	94
Cc1ccc(C(=O)O/N=C(\N)Cc2ccc([N+](=O)[O-])cc2)c(Cl)c1	-1.8	-4	-8	-8	2	7	3	-13	3	98
CCOC(=O)C(Cc1ccc(O)cc1)NC(=O)CNC(=O)C1CCCN1C(=O)OC(C)(C)C (centres undefined)	-1.7	2	-5	2	0	3	-2	-1	1	96
CC(C)Cc1nnc(NC(=O)CCC(=O)Nc2ccc3cn[nH]c3c2)s1	-0.2	1	-14	5	-2	4	13	6	5	97
N#Cc1ccc(Cn2c(=O)c(C#N)c3n(c2=O)CCC3)cc1	-0.1	2	-4	-3	-5	1	-2	4	1	104
COc1ccc(-c2cc(C(=O)N3CCN(c4ccc(F)cc4)CC3)no2)cc1OC	1.4	1	-7	0	-7	-2	0	4	9	93
CCCc1ccc(C(=O)COC(=O)CN2C(=O)NC3(CCCCC3C)C2=O)cc1 (centres undefined)	-0.3	0	-5	5	-5	-1	-7	-3	2	102
CCN1CCSc2ccc(C(=O)NCc3cc(Br)ccc3OC)cc21	-2.0	-3	-6	x	9	0	-1	-2	0	100
O=S(=O)(c1ccc(F)cc1)N1CCN(C(=S)NCC2CCCO2)CC1 (centres undefined)	-2.5	-1	-6	0	-10	-1	-1	-4	-4	99

Rows were taken by chance; 4.2% or so of the library scored in one or more.
